Source: PubChem (several laboratories)
TWEAK Fn14 block: blocks TWEAK-Fn14 interaction in a reporter cell assay; TWEAK-stimulated Fn14 reporter cells, luciferase luminescence, 8 h; inhibition, % at 10 µM; hit rate 2% among 360,000; AID 1159606; in the data active = inhibition above about 50%
TROY NFkB inh: inhibitors of TROY-dependent NF-kB signaling | Q293 LMP1-TROYcd NF-kB luciferase reporter, 4 h | inhibition, % at 10 µM | hit rate 0.98% among 360,000 | AID 1347056;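 active = compounds whose plate-normalised and pattern-corrected inhibition of the luciferase reporter signal at the single screening dose is 50% or more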
Shn3 3UTR inh: Schnurri-3 reporter inhibition in Clone20 osteoblasts; Clone20 osteoblast Shn3 3'UTR firefly luciferase, 24 h; inhibition, % at 12.5 µM; hit rate 0.52% among 360,000; AID 588674;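 active = mean inhibition of at least 75% with every replicate also reaching 75%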;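 also: 0% = median of neutral control wells and 100% = pilot-screen positive control compound; some compounds past the cut are filed as inactive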
KKLEB tox: CF airway cell cytotoxicity counter-screen. activity change (cytotoxicity), % at 5 µM. hit rate 0.36% among 360,000. KKLEB CF airway cells viability, ATPlite luminescence, overnight; hits give low values; cells stimulated with P. aeruginosa culture filtrate. AID 602141;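 active = corrected activity change at or below -50% at 5 µM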
CF NFkB inh: blocks PAF-induced NF-kB reporter in cystic fibrosis cells | hit rate 0.86% among 360,000 | inhibition, % at 5 µM | KKLEB NF-kB-GFP reporter, GFP fluorescence overnight;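 active = at least 50% inhibition at 5 µM, scaled per plate between neutral and stimulator controls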;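 also: PAF is a Pseudomonas aeruginosa culture filtrate used as stimulus; plate controls were PAF-stimulated DMSO wells for no effect and unstimulated DMSO wells for full effect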
TRAIL sens C8: caspase-8 TRAIL sensitization; NB7+C8 cells + TRAIL, ATPlite viability luminescence; inhibition (viability loss, TRAIL sensitization), % at 10 µM; hit rate 1% among 360,000; AID 624354;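 active = compounds causing at least 50% loss of cell viability in the single-dose screen, relative to plate controls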
HIF-2a block: blocks HIF-2a reporter activity; hit rate 0.72% among 360,000; 786-0 RCC cells HIF-2a reporter, luciferase luminescence, overnight; inhibition, % at 18.8 µM;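 active = inhibition of the luminescence signal of 40% or more relative to plate controls, in a single-dose primary screen at 18.75 µM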
Peg3 promoter: reduces Peg3 promoter-driven luciferase expression in HeLa; inhibition, % at 20 µM; AID 588405; HeLa PEG-Prom luciferase reporter, luminescence, overnight; hit rate 1.7% among 360,000;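 active = inhibition of at least 50% at 20 µM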
TRPM1 prom inh: MITF TRPM1 promoter inhibition in SK-MEL-5 cells | SK-MEL-5 TRPM1 promoter luciferase, 24 h | AID 488899 | inhibition, % at 12.5 µM | hit rate 0.83% among 330,000;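 active = mean inhibition across replicates of 60% or more, whatever share of single replicates reaches that level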; also: values of inactives mirror those of a sister screen read the other way
NR2E3 ag-1: human photoreceptor-specific nuclear receptor agonism. Q9Y5X4. CHO-S Gal4-NCOR/VP16-NR2E3 two-hybrid, luciferase. inhibition of corepressor binding, % at 3.98 µM. hit rate 0.35% among 360,000. AID 602229;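 active = inhibition above the mean of all tested compounds plus 3 SD, cut at about 70% in these data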;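 also: 0% = DMSO with NR2E3 transfected cells and 100% = cells lacking NR2E3 construct; higher means lower luciferase signal from less NR2E3 corepressor binding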
Target sequence (Q9Y5X4 whole entry, looked up, the tested form may be a part): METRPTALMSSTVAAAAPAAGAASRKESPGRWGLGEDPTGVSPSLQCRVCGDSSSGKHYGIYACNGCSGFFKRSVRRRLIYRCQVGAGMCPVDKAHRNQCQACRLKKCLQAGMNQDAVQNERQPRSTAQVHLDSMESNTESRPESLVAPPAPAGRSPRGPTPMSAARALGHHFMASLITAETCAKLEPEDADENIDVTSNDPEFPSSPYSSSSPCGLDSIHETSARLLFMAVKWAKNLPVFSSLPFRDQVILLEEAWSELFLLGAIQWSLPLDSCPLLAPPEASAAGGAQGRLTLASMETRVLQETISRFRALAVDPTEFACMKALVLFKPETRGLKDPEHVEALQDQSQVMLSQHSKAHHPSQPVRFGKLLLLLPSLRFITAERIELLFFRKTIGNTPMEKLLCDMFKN
NR2E3 ag-2: agonists of human nuclear receptor NR2E3 | hit rate 0.12% among 320,000 | GST-NR2E3/biotin-RetCOR TR-FRET, 1536-well | Q9Y5X4 | AID 2300 | inhibition of corepressor binding, % at 4.78 µM;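 active = percent inhibition above the cutoff of mean plus 3 SD of all tested compounds, set per screening campaign, cut at about 20% in these data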;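 also: 0% = DMSO wells and 100% = biotin wells as full block of FRET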
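Material: NR2E3–RetCOR corepressor complex / Amount: 1.35 nM GST-NR2E3 / Medium: Tris pH 7.5 / Compound: single nominal compound dose of 4.8 µM / Incubation: 5 h at 4 °C / Technique: TR-FRET, Eu(K)-anti-GST donor, streptavidin-D2 acceptor, ex 340, em 617/671 nm / Read-out basis: percent loss of FRET ratio relative to control wells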
Starred values were filed as active, the others as inactive; . = not tested or not shown.

SMILES | TWEAK Fn14 block | TROY NFkB inh | Shn3 3UTR inh | KKLEB tox | CF NFkB inh | TRAIL sens C8 | HIF-2a block | Peg3 promoter | TRPM1 prom inh | NR2E3 ag-1 | NR2E3 ag-2
COc1ccc(S(=O)(=O)N2CCC(C(=O)NC(c3nc4ccccc4[nH]3)C(C)C)CC2)cc1 (stereo unspecified) | 9 | -9 | 5 | -8 | 16 | 1 | 0 | -20 | -4 | 15 | 1
COc1ccccc1C(=O)Nc1ccc2c(c1)CCCN2C(=O)c1ccccc1 | 8 | -5 | -5 | 14 | -6 | 14 | -132 | -75 | -28 | -25 | 1
Cc1cc(C(F)F)n2nc(C(=O)O)nc2n1 | 1 | 12 | -7 | -15 | -3 | 7 | 1 | -5 | -2 | 30 | 0
CN(C)CCOCCOc1ccc(Cl)cc1C(C)(C)C | -26 | -34 | 14 | -22 | 11 | 4 | 11 | 18 | -2 | 3 | 2
Cc1cc(N(C)/N=C/c2ccccc2O)nc(-c2ccccc2O)n1 | 23 | -27 | 8 | -21 | 25 | -8 | 4 | -9 | -3 | -13 | -1
O=C(Cc1cccs1)N(CC1CCCO1)C1(C(=O)NC2CCCC2)CCCCC1 (stereo unspecified) | -15 | 20 | -5 | 13 | -28 | 6 | 16 | 18 | 7 | 14 | 2
Cn1ccnc1SCC(=O)c1ccc([N+](=O)[O-])cc1 | 6 | -2 | -17 | 6 | -17 | 5 | -13 | -4 | 0 | -20 | 0
CC(C)c1ccc(-c2csc3nc[nH]c(=O)c23)cc1 | 1 | -16 | -5 | 4 | -2 | 4 | -145 | -62 | -20 | -52 | 2
COc1ccc(NC(=O)CSc2ccc3ccccc3c2)cc1S(=O)(=O)N1CCCCC1 | 59* | 19 | 15 | -5 | -5 | 25 | -5 | -13 | 12 | -12 | -1
Cc1ccccc1CC1(CO)CCCN(C(=O)c2ccoc2)C1 (stereo unspecified) | -2 | -20 | 0 | -1 | -6 | -15 | -17 | 2 | . | -4 | .
COc1ccc(CCNC(=O)CN(C)S(=O)(=O)c2ccc(Br)s2)cc1OC | 0 | -13 | -10 | 11 | 8 | -8 | 19 | 1 | -9 | -4 | -1
CN(C)CCCNC(=O)c1cc(C(=O)c2c(Cl)cccc2Cl)c[nH]1 | 0 | 7 | -2 | 10 | 11 | 7 | 10 | 14 | -1 | -15 | 1
CN=C(Nc1cc(C)nn1-c1ccccc1)c1ccccc1 | 4 | -2 | 0 | 5 | -11 | -3 | 15 | 18 | -5 | -1 | -2
Cn1c(SCc2ccc(F)cc2Cl)nc2ccccc2c1=O | 33 | 19 | 82 | -5 | 22 | 12 | -27 | -8 | 3 | -2 | 3
O=C(Nc1ccc(NC(=O)C2CC2)nc1)c1cccs1 | -8 | -23 | -38 | -8 | -3 | 4 | -113 | -112 | -55 | -19 | 2
C=CCNc1cc(C)oc(=O)c1C(=O)CCC | -9 | -11 | 11 | -3 | 1 | 2 | -9 | 11 | -9 | -7 | -1
CCN(CC)C1=N/C(=C\c2ccc(OC)cc2)C(=O)N1c1ccccc1 | -85 | -33 | 4 | 14 | -11 | 45 | -28 | 0 | -7 | 4 | -3
O=C(Cc1ccc(Cl)cc1)NNC(=O)Nc1cccc2ccccc12 | 12 | 0 | 6 | -12 | -21 | -3 | 7 | 5 | -5 | -13 | 3
CC(C)(C)C(=O)Nc1ccc(C(=O)NCc2cccnc2)cc1 | -12 | -26 | -16 | -1 | 15 | -6 | -40 | -19 | -15 | -19 | -1
O=C(c1cnn(Cc2ccccc2)c1)N1CCN(S(=O)(=O)/C=C/c2ccccc2)CC1 | -5 | 5 | 1 | 2 | -6 | -2 | 9 | 11 | 3 | -5 | 2
O=C(COC(=O)c1cccnc1Cl)NC1CCCCCC1 | -10 | -23 | -30 | 5 | -31 | -24 | 11 | -8 | 8 | -2 | .
CCSc1nnc(NC(=O)COc2ccc(Cl)cc2)s1 | -11 | -5 | 0 | -6 | 3 | -3 | -15 | 0 | -11 | 7 | 1
CCn1c(CNc2ccc(F)cc2)nnc1SCC#N | 7 | 15 | 10 | 9 | -12 | 27 | 13 | -3 | 7 | 2 | 0
O=C(CSc1nc(-c2ccccc2Cl)ns1)NCc1ccco1 | 2 | -13 | -18 | -8 | 4 | 4 | -23 | -9 | 1 | -24 | 2
COc1cc(NC(=O)CCc2c(C)nc3nc(C)nn3c2C)cc(OC)c1 | 2 | 6 | 19 | 5 | 3 | 0 | 1 | 6 | 0 | -23 | 0
Cc1cc(C)cc(OCC(=O)N/N=C\c2cn(C)nc2C)c1 | -16 | 7 | 15 | -2 | -19 | -2 | 4 | 15 | -7 | -37 | -1
CCOC(=O)C1CCCN(c2c(Nc3ccc(OCC)cc3)c(=O)c2=O)C1 (stereo unspecified) | 5 | -1 | -15 | 7 | 9 | -1 | 5 | 10 | . | -1 | -1
O=C(c1ccccc1)C1CCN(CC(=O)N2CCN(c3ccccc3)CC2)CC1 | 3 | -6 | 12 | 4 | 7 | 1 | 6 | 21 | -2 | 1 | 3
Nc1nc(Sc2ccc([N+](=O)[O-])c3nonc23)c2[nH]cnc2n1 | 32 | -7 | 39 | -7 | -19 | 75* | 38 | 67* | 82* | 12 | .
CC(=O)N1CCCc2ccc(NS(=O)(=O)c3ccccc3)cc21 | 2 | -21 | 6 | 2 | -8 | 1 | -12 | 6 | 9 | -2 | 7
COC(=O)c1nnn(-c2nonc2N)c1CSc1ccccn1 | -2 | 2 | -2 | 5 | -7 | 26 | 6 | 11 | -6 | -5 | -3
CC(C)C[C@@H]1CC2=C(C(=O)OC(C)(C)O2)[C@H](c2ccc(Cl)cc2)O1 | 8 | 9 | . | . | . | 4 | -7 | . | . | 0 | .
O=C1CCC(NC(=O)c2ccccc2)C(=O)N1 (stereo unspecified) | 17 | 2 | -1 | 4 | 7 | -9 | 10 | -3 | 2 | -22 | .
CCCC(NC(=O)c1ccco1)c1nc2ccccc2[nH]1 (stereo unspecified) | 20 | -1 | 18 | 10 | -6 | -14 | 23 | -1 | 5 | 10 | 1
COc1cccc(NC(=O)Nc2ccc(F)cc2)c1 | -22 | -52 | -29 | 0 | -3 | -9 | -231 | -212 | . | -85 | .
OCCN(CCO)CC(O)CN(c1ccccc1)c1ccccc1 (stereo unspecified) | 1 | 2 | -8 | -2 | -26 | 7 | 9 | -3 | 5 | -11 | 0
Nc1cc(C(=O)OCC(=O)NNC(=O)c2ccccc2F)ccc1Cl | 8 | 2 | -6 | 12 | -15 | -16 | 11 | 4 | -1 | -44 | .
COc1ccc(NC(=O)CSc2nnc(N)n2CC(=O)Nc2ccc(OC)cc2)cc1 | 1 | 0 | 7 | -1 | -9 | -4 | 20 | -2 | 3 | -1 | -2
Cc1ccc(NC(=O)c2sc(N)nc2C)cc1 | -16 | -58 | -43 | 10 | 4 | 14 | -182 | -191 | -53 | -39 | 0
CCCN(CCC)S(=O)(=O)c1ccc(C(=O)NNC(=O)c2cc(OC)c(OC)c(OC)c2)cc1 | 2 | -14 | -5 | -2 | -2 | -8 | 24 | 15 | 4 | 9 | -2

5 structures already listed, arranged by SMILES length, falling.
SMILES | TWEAK Fn14 block | TROY NFkB inh | Shn3 3UTR inh | KKLEB tox | CF NFkB inh | TRAIL sens C8 | HIF-2a block | Peg3 promoter | TRPM1 prom inh | NR2E3 ag-1 | NR2E3 ag-2
CC(C)C[C@@H]1CC2=C(C(=O)OC(C)(C)O2)[C@H](c2ccc(Cl)cc2)O1 | 8 | 9 | . | . | . | 4 | -7 | . | . | 0 | .
COc1ccc(NC(=O)CSc2nnc(N)n2CC(=O)Nc2ccc(OC)cc2)cc1 | 1 | 0 | 7 | -1 | -9 | -4 | 20 | -2 | 3 | -1 | -2
Nc1cc(C(=O)OCC(=O)NNC(=O)c2ccccc2F)ccc1Cl | 8 | 2 | -6 | 12 | -15 | -16 | 11 | 4 | -1 | -44 | .
OCCN(CCO)CC(O)CN(c1ccccc1)c1ccccc1 (stereo unspecified) | 1 | 2 | -8 | -2 | -26 | 7 | 9 | -3 | 5 | -11 | 0
COc1cccc(NC(=O)Nc2ccc(F)cc2)c1 | -22 | -52 | -29 | 0 | -3 | -9 | -231 | -212 | . | -85 | .

(continued)
SMILES | TWEAK Fn14 block | TROY NFkB inh | Shn3 3UTR inh | KKLEB tox | CF NFkB inh | TRAIL sens C8 | HIF-2a block | Peg3 promoter | TRPM1 prom inh | NR2E3 ag-1 | NR2E3 ag-2
CCN(Cc1ccncc1)C(=O)c1cc(COc2c(F)cccc2F)on1 | -5 | -6 | 14 | 7 | -13 | 12 | -25 | -13 | -9 | -6 | 1
CCOC(=O)CNC(=S)N(Cc1ccccc1)Cc1cccnc1 | -19 | -1 | -42 | 0 | -1 | -25 | 7 | 14 | 2 | -21 | 0
CCc1ccc(NC(=O)CCc2c(C)nn(-c3ccc(N4CCOCC4)nn3)c2C)cc1 | -19 | -28 | -10 | -14 | 10 | -6 | -93 | -59 | -40 | -19 | 1
O=C(c1coc2ccccc2c1=O)N1CCN(c2cccc(C(F)(F)F)c2)CC1 | 10 | -8 | -12 | -6 | 16 | -11 | -22 | -13 | -4 | -12 | 1
C=C(C)COc1ccc(-c2[nH]ncc2-c2ccccc2OC)c(O)c1 | 27 | 9 | 36 | -5 | 11 | 11 | 19 | 43 | 13 | -32 | 1
COc1ccc(NC(=O)c2ccccc2[N+](=O)[O-])cc1 | -33 | -24 | -9 | 6 | -11 | -6 | -65 | -49 | -28 | -20 | -3
CNC(=S)N/N=C(\C)c1cccc(C(F)(F)F)c1 | 0 | -28 | -11 | 6 | -11 | 0 | -64 | -23 | 0 | -6 | -2
CC(C)NC(=O)C1(C)CCCN1C(=O)c1ccccc1Br (stereo unspecified) | 14 | 6 | -49 | -8 | 0 | 7 | 9 | 1 | . | 7 | .
Cc1ccc(NC(=O)c2cc(C)n(-c3ccccc3)c2C)cc1 | 97* | 89* | 51 | -73* | -6 | 93* | 54* | 50 | 50 | 59 | -1

Some values from the entries so far:
`Cc1ccc(NC(=O)c2cc(C)n(-c3ccccc3)c2C)cc1` – TRAIL sens C8 = 93*
`CCc1ccc(NC(=O)CCc2c(C)nn(-c3ccc(N4CCOCC4)nn3)c2C)cc1` – TRAIL sens C8 = -6
`CNC(=S)N/N=C(\C)c1cccc(C(F)(F)F)c1` – CF NFkB inh = -11
`COc1ccc(NC(=O)c2ccccc2[N+](=O)[O-])cc1` – NR2E3 ag-2 = -3
`CCN(Cc1ccncc1)C(=O)c1cc(COc2c(F)cccc2F)on1` – TWEAK Fn14 block = -5
`CCOC(=O)CNC(=S)N(Cc1ccccc1)Cc1cccnc1` – TWEAK Fn14 block = -19

Not all compounds are listed; count on the stated rates, not on these rows.
